# Source: PubChem
# HGIII-sPLA2 inh: Inhibits HGIII-sPLA2 liposome hydrolysis, primary screen. inhibition, % at 12.2 µM. 370,000 tested, 0.56% active. Q9NZ20. QFRET BODIPY PC-A2 liposome hydrolysis, fluorescence;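 active means inhibition above mean plus 3 SD of compounds lying within the high and low control bounds, cut at about 19% in these data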;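 further: 0% = median of test compound wells and 100% = no enzyme DMSO wells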
# ASAP1 inh: inhibitors of human ASAP1 ArfGAP activity; Q9ULH1; ASAP1-stimulated ARF1 GTP hydrolysis, GDP FP detection; inhibition, % at 16.5 µM; 360,000 tested, 0.19% active; in the data active means inhibition above about 25%;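 further: 0% = vehicle with enzyme and substrate and 100% = no enzyme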
# Target sequence (Q9ULH1 325-724 limits assumed): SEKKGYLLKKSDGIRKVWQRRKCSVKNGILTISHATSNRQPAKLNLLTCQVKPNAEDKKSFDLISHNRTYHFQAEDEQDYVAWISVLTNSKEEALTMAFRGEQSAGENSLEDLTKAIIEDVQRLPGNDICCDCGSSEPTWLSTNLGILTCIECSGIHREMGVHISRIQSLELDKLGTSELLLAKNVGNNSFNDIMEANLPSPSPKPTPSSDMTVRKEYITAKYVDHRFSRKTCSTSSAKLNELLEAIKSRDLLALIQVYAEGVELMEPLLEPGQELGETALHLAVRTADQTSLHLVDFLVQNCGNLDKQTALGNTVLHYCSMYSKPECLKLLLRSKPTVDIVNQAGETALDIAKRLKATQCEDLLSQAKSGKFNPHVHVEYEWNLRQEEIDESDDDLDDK
# ADAM10 inh: inhibits human ADAM10 | inhibition, % at 7 µM | recombinant ADAM10, EDANS/DABCYL FRET peptide cleavage, 3 h | 370,000 tested, 0.62% active;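 active means inhibition above a per-campaign cutoff equal to the mean of compounds falling between control-based bounds plus 3 SD, cut at about 20% in these data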;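 further: 0% = DMSO wells while the 100% control is not disclosed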
# KLK7 zymogen act: proKLK7 (human) activation, primary screen; purified proKLK7, EDANS-DABCYL substrate fluorescence; 100% is mature enzyme control, 0% vehicle; activation, % at 7 µM; 370,000 tested, 0.9% active; AID 652039;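 active means activation above the mean of all tested compounds plus 3 SD, computed per campaign excluding outliers beyond control limits, cut at about 13% in these data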
# Target sequence (P49862 whole entry, looked up): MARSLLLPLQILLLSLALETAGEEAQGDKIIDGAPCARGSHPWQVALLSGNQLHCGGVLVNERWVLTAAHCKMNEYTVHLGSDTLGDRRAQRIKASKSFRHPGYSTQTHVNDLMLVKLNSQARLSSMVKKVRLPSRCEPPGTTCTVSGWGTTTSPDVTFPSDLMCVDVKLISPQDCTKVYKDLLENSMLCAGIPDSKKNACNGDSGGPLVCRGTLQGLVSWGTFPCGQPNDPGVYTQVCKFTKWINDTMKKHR
# GAA850 FXN act: activators of GAA850 frataxin (FXN) promoter; HEK293 lucGAA850 FXN promoter luciferase reporter, 24 h; percent of 10 µM SAHA response; activation, % at 6 µM; 360,000 tested, 0.56% active; AID 540364;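 active means activation above the average of all compounds screened plus 3 SD, cutoff fixed separately per campaign, cut at about 7.5% in these data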;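 further: 0% = DMSO wells and 100% = 10 µM SAHA wells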
# GC-A act: GC-A (human) enzyme activation. P16066. HEK293 GC-A cells, cGMP TR-FRET, EC30 ANP; 0% at EC30 ANP, 100% saturating ANP. activation, % at 10 µM. 370,000 tested, 0.14% active; in the data active means activation above about 40%
# Tn6 DDE FP: disrupts Tn6 cyclic peptide binding to fibrin D-Dimer-E complex | P02675 | Fibrin DD(E) TRITC-Tn6 fluorescence polarization displacement | inhibition, % at 8.3 µM | 370,000 tested, 0.21% active | AID 720509;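 active means inhibition above a per-campaign cutoff: mean of compounds within control limits plus 3 SD, cut at about 15% in these data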;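 further: 0% = median of all compound wells on the plate and 100% = blocking peptide control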
# rCAG RNA binder: r(CAG) repeat RNA binding. TO-PRO-1 dye displacement fluorescence. inhibition, % at 3 µM. AID 651821. 370,000 tested, 1.3% active;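 active means inhibition above the plate cutoff, the mean of all test compounds on that plate plus 3 SD, cut at about 35% in these data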;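 further: 0% = DMSO alone and 100% = 100 µM mitoxantrone as full dye displacement; higher means more dye released from RNA so lower well fluorescence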
# GC-B act: GC-B (human) receptor activation; P20594; HEK293-GC-B cells, CNP EC30, cGMP TR-FRET; 0% at EC30 CNP, 100% saturating CNP; activation, % at 10 µM; 370,000 tested, 0.11% active; AID 1920062;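 active means activation at 10 µM reaching about 35% in either raw or pattern-adjusted values, limit read from the data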
# ARFGAP1 inhibitor: inhibits rat ARF GTPase activating protein 1. AID 651572. 360,000 tested, 0.26% active. inhibition, % at 16.5 µM. Q62848. Arfgap1-stimulated ARF1 GTP hydrolysis, GDP FP detection;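 active means inhibition above a per-plate limit, mean inhibition of low control wells plus 3 SD, cut at about 25% in these data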;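 further: 0% = DMSO wells with enzyme and 100% = wells lacking Arfgap1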
# Target sequence (Q62848 1-136 limits assumed): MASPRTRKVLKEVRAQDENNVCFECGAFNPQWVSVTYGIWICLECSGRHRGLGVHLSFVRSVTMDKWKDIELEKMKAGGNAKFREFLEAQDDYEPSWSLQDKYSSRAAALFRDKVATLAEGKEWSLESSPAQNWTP
#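 System: truncated rat Arfgap1 GAP domain / Benchmarks: high control wells lacking Arfgap1, low control full reaction with DMSO / Times: compound-enzyme preincubation 20 min, reaction 120 min, detection 60 min, 25 °C / Repeats: one replicate per compound / Also added: human ARF1(Δ1-17)-GTP substrate / Measured by: Tracer-displacement fluorescence polarization with EDTA stop, 620/688 nm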
# Active calls of the source: *; i = inactive; / = no result given.
SMILES	ADAM10 inh	GAA850 FXN act	GC-B act	Tn6 DDE FP	HGIII-sPLA2 inh	rCAG RNA binder	KLK7 zymogen act	ASAP1 inh	GC-A act	ARFGAP1 inhibitor
CC(O)C(=O)NCCOCCOCCNC(=O)C(C)O (stereo not drawn)	-8	-3.0	-1	1	5	2	0.0	2	6	7
Cc1noc(NS(=O)(=O)c2ccc(NC(=O)c3cc(F)c(F)c(F)c3F)cc2)c1C	-7	-2.0	-2	6	-8	18	0.1	-7	2	-11
CCOC(=O)c1nnn(CC(=O)Nc2cccc(F)c2)c1C(=O)OCC	4	0.7	3	6	-5	-2	-0.5	-12	0	9
Cc1cc(C)cc(NC(=O)N2CCC(NC(=O)c3ccco3)CC2)c1	-1	3.9	0	0	6	-2	0.0	11	2	-4
CC(=O)c1ccc(NC(=O)C(C)Oc2ccc(N(C)S(=O)(=O)c3ccc(C)cc3)cc2)cc1 (stereo not drawn)	8	0.7	-6	-2	-15	7	0.2	2	-4	6
O=C(Nc1cccc(F)c1)NC1CCCc2ccccc21 (stereo not drawn)	13	-0.2	1	1	-7	-1	0.2	16	2	2
COc1cc(C)c(NC(=O)C2CCN(S(=O)(=O)c3cccs3)CC2)cc1OC	-11	1.4	0	-5	3	0	0.1	16	4	10
NC(=O)CN1C(=O)NC2(CCOc3ccccc32)C1=O (stereo not drawn)	-5	2.8	2	5	-2	1	-0.2	1	2	-2
CC(C)NC(=O)C(c1ccc(F)cc1)N(C(=O)CCC(=O)Nc1ccccn1)C1CCCC1 (stereo not drawn)	2	-2.7	6	6	3	-6	0.5	-7	-5	5
CC1(C(=O)NS(=O)(=O)C2CC2)CCN(C(=O)CSc2ccccc2)C1 (stereo not drawn)	-9	1.0	-3	1	-3	3	-0.6	4	2	2

# Other compounds:
SMILES	ADAM10 inh	GAA850 FXN act	GC-B act	Tn6 DDE FP	HGIII-sPLA2 inh	rCAG RNA binder	KLK7 zymogen act	ASAP1 inh	GC-A act	ARFGAP1 inhibitor
CCNC(=S)Nc1cc(OCC)c(NC(=O)c2cccs2)cc1OCC	1	0.4	10	2	14	0	-0.5	-8	0	-2
Cc1ccc(C(=O)c2ccccc2C(=O)OCC(=O)NCCc2ccc(Cl)cc2Cl)cc1	16	3.3	-8	-6	-26	1	0.2	-3	-6	-1
CC(C)(C)[C@@H]1COC(=O)[C@@H](Cc2ccc(F)cc2)CC/C=C\C[C@@H](CC(=O)N(CCO)Cc2ccccc2)C(=O)N1	2	-4.0	2	-1	-8	-4	-0.7	0	1	-12
Cc1ccc(CCNC(=O)CN2CCN(Cc3ccccc3F)C2=O)cc1	-10	-0.7	5	0	4	-8	0.2	1	2	3
CCc1cc(C(=O)c2ccc(OC)cc2)c(NC(=O)CC(C)(C)CC(=O)O)s1	1	1.5	-1	-6	-2	25	0.1	-12	3	-3
CCOC(=O)c1c(NC(=O)Cn2nnc(-c3ccc(Cl)cc3)n2)sc(CC)c1C	4	2.7	1	-8	-12	8	0.2	0	0	8
Cn1cccc1CC(=O)N/N=C/c1ccc(Cl)c([N+](=O)[O-])c1	-4	1.9	6	-5	-21	9	0.6	9	1	-6
COC(=O)c1ccccc1NN=Nc1ccccc1[N+](=O)[O-]	7	1.0	1	3	5	-1	-0.5	6	1	-2
CCNC(=O)Nc1ccc2c(c1)c(=O)n(C)n2CC=C(C)C	i	-0.8	4	-8	15	1	40*	1	2	1
CCc1nc2ccc(C(=O)NCCOc3ccc(OC)cc3)cn2c1N(C=O)Cc1ccc(OC)cc1	-10	-2.1	-6	2	2	-2	0.3	7	-5	9

# Next section
SMILES	ADAM10 inh	GAA850 FXN act	GC-B act	Tn6 DDE FP	HGIII-sPLA2 inh	rCAG RNA binder	KLK7 zymogen act	ASAP1 inh	GC-A act	ARFGAP1 inhibitor
Cc1cccc(C)c1NC(=O)CSc1nnnn1-c1ccc(C(=O)O)cc1	12	-2.4	-12	3	7	2	-0.4	1	-6	-2
O=C(/C=C/c1ccco1)c1ccc(NC(=O)C23CC4CC(CC(C4)C2)C3)cc1	2	4.8	-3	2	-1	31	-0.9	0	-12	-4
CC(Sc1nnc(-c2cccnc2)n1-c1ccccc1)C(=O)NCc1ccc2c(c1)OCO2 (stereo not drawn)	12	3.1	4	-10	7	-4	-0.1	-4	-5	6
Cc1ccnc(N2CCC(C(=O)NNC(=O)c3ccccc3)CC2)n1	-45	-0.2	1	0	-1	1	1.1	-5	3	-4
Cc1cccc(NC(=O)CN(C)C(=O)c2ccc(N3CCCCCC3)c([N+](=O)[O-])c2)c1C	12	-2.3	5	3	-4	3	0.5	-7	-3	1
CNC(=S)N/N=C/c1ccco1	5	-0.1	-1	-5	-7	0	0.3	1	0	-6
O=C1C(=O)N(CCN2CCOCC2)C(c2ccc([N+](=O)[O-])cc2)/C1=C(/O)c1ccc2c(c1)OCO2 (stereo not drawn)	1	0.6	6	-6	2	5	0.4	0	1	2
COCCNC(=S)NNC(=O)c1ccc(-n2cnnn2)cc1	2	0.4	0	0	5	1	-0.7	-2	3	-4
COc1ccc(C(=O)Cn2cnc3ccccc3c2=O)cc1OC	-4	-1.1	3	6	-4	3	0.0	1	0	6
C=CCN=C1SC(CC)C(=O)N1S(=O)(=O)c1ccc(C)cc1 (stereo not drawn)	11	-0.1	3	-12	-40	-3	0.4	3	2	2

# Nothing new here: 10 of the compounds above.
SMILES	ADAM10 inh	GAA850 FXN act	GC-B act	Tn6 DDE FP	HGIII-sPLA2 inh	rCAG RNA binder	KLK7 zymogen act	ASAP1 inh	GC-A act	ARFGAP1 inhibitor
Cc1cccc(C)c1NC(=O)CSc1nnnn1-c1ccc(C(=O)O)cc1	12	-2.4	-12	3	7	2	-0.4	1	-6	-2
O=C(/C=C/c1ccco1)c1ccc(NC(=O)C23CC4CC(CC(C4)C2)C3)cc1	2	4.8	-3	2	-1	31	-0.9	0	-12	-4
CC(Sc1nnc(-c2cccnc2)n1-c1ccccc1)C(=O)NCc1ccc2c(c1)OCO2 (stereo not drawn)	12	3.1	4	-10	7	-4	-0.1	-4	-5	6
Cc1ccnc(N2CCC(C(=O)NNC(=O)c3ccccc3)CC2)n1	-45	-0.2	1	0	-1	1	1.1	-5	3	-4
Cc1cccc(NC(=O)CN(C)C(=O)c2ccc(N3CCCCCC3)c([N+](=O)[O-])c2)c1C	12	-2.3	5	3	-4	3	0.5	-7	-3	1
CNC(=S)N/N=C/c1ccco1	5	-0.1	-1	-5	-7	0	0.3	1	0	-6
O=C1C(=O)N(CCN2CCOCC2)C(c2ccc([N+](=O)[O-])cc2)/C1=C(/O)c1ccc2c(c1)OCO2 (stereo not drawn)	1	0.6	6	-6	2	5	0.4	0	1	2
COCCNC(=S)NNC(=O)c1ccc(-n2cnnn2)cc1	2	0.4	0	0	5	1	-0.7	-2	3	-4
COc1ccc(C(=O)Cn2cnc3ccccc3c2=O)cc1OC	-4	-1.1	3	6	-4	3	0.0	1	0	6
C=CCN=C1SC(CC)C(=O)N1S(=O)(=O)c1ccc(C)cc1 (stereo not drawn)	11	-0.1	3	-12	-40	-3	0.4	3	2	2

# (further entries)
SMILES	ADAM10 inh	GAA850 FXN act	GC-B act	Tn6 DDE FP	HGIII-sPLA2 inh	rCAG RNA binder	KLK7 zymogen act	ASAP1 inh	GC-A act	ARFGAP1 inhibitor
CNC(CC(C)C)C(=O)NC1C(=O)NC(CC(N)=O)C(=O)NC2C(=O)NC3C(=O)NC(C(=O)NC(C(=O)O)c4cc(O)cc(O)c4-c4cc3ccc4O)C(O)c3ccc(c(Cl)c3)Oc3cc2cc(c3OC2OC(CO)C(O)C(O)C2OC2CC(C)(N)C(O)C(C)O2)Oc2ccc(cc2Cl)C1O (stereo not drawn)	-3	-0.9	0	-4	6	8	0.6	13	2	9
Cc1ccnc(NS(=O)(=O)c2ccc(NC(=O)c3ccc(S(=O)(=O)N4CCOCC4)cc3)cc2)n1	6	2.3	-4	1	-4	12	-0.4	-9	0	-3
O=C(O)C1C2C=CC(C2)C1C(=O)Nc1cccc(Cl)c1 (stereo not drawn)	10	-1.1	2	-1	-1	7	0.0	-7	0	-3
O=C(NCc1cccnc1)OC1CC2CC1[C@H]1CCCCN1C2=O (stereo partly drawn)	-8	/	0	3	7	0	-0.1	-2	1	-3
COc1cccc(C2(O)CC(C(F)(F)F)=NN2C(=O)c2ccccn2)c1 (stereo not drawn)	-6	3.5	3	10	-2	-1	0.1	0	1	-2
COc1cc(C(C(=O)NC(C)(C)C)N(C(=O)CNC(=O)c2cccs2)c2cccnc2)cc(OC)c1OC (stereo not drawn)	-3	2.4	2	4	-1	1	-0.5	5	-2	4
COc1ccc(CCNc2ccc(S(=O)(=O)N3CCCC3)cc2[N+](=O)[O-])cc1	-7	-0.8	0	0	-8	4	0.3	12	5	-1
N#CC1=C(N)N(c2ccc(Cl)c(Cl)c2)C(=O)C1	-16	1.2	1	-4	-5	15	-1.4	-6	-6	-3
CC(OC(=O)c1cc(Cl)ccc1[N+](=O)[O-])C(=O)NC(C)c1ccc(F)cc1 (stereo not drawn)	3	1.6	0	2	0	-4	0.3	-4	1	-4
O=C(Nc1ccc(-c2cn3c(n2)SCC3)cc1)c1ccc2c(c1)OCO2	-3	-3.7	1	0	-6	8	3.2	6	-3	7

# (continued)
SMILES	ADAM10 inh	GAA850 FXN act	GC-B act	Tn6 DDE FP	HGIII-sPLA2 inh	rCAG RNA binder	KLK7 zymogen act	ASAP1 inh	GC-A act	ARFGAP1 inhibitor
COC(=O)c1ccc(C)c(NS(=O)(=O)c2ccc(OC)c(OC)c2)c1	-8	-2.7	-7	3	3	3	-0.3	-1	-6	3
CSc1nc2c(c(=O)n1-c1ccc(C)cc1)SCC2	3	0.2	-1	3	9	5	0.0	-9	2	0
CS(=O)(=O)N1CCN(Cc2ccc([N+](=O)[O-])cc2)CC1	0	-0.7	4	7	5	-2	-0.1	-6	1	-3
O=C1CC(/C=C/c2ccc(Cl)cc2)=Nc2ccccc2N1	6	0.4	-8	7	-11	5	-0.3	13	-2	5
COc1ccc(/C=N/NC(=O)CNC(=O)c2ccc(S(=O)(=O)N3CCCC3)cc2)c(OC)c1	8	-0.8	8	4	-7	0	0.4	-11	-1	-1
CCOC(=O)COc1c(C(=O)OC)sc2ncccc12	-4	1.8	2	9	1	-3	1.3	-5	-1	4
COc1cccc(N(CC(=O)NCCN2CCOCC2)S(=O)(=O)c2ccccc2)c1	-9	0.5	5	-4	7	-6	-0.2	-3	2	-1
O=C(COC(=O)c1cccs1)c1ccccc1	7	4.9	7	-1	2	1	0.3	-2	2	3
O=C(NC12CC3CC(CC(C3)C1)C2)N1CCN(S(=O)(=O)c2ccc(Cl)cc2)CC1	-2	0.7	-2	-12	2	-1	0.0	-6	-2	3
O=C(CN1C(=O)c2ccccc2C1=O)OC(C(=O)c1ccc(Cl)cc1)c1ccccc1 (stereo not drawn)	10	3.1	-7	0	-7	4	0.5	13	-8	14
CN(C(=O)COC(=O)/C=C/c1ccc(C(F)(F)F)cc1)C1CCS(=O)(=O)C1 (stereo not drawn)	1	0.8	-1	6	7	-3	-0.6	7	3	0
CCCCC(=O)Nc1c(-c2ccc(OC)c(OC)c2)c(=O)c2ccccc2n1C	1	0.0	11	6	-4	0	-0.4	-9	1	-8

# Hits appear at their usual frequency, and some 4.5% of all compounds hit somewhere here.
